High-throughput results deposited in PubChem by The Scripps Research Institute Molecular Screening Center.
ARFGAP1 inhibitor: inhibits rat ARF GTPase activating protein 1. Q62848. Arfgap1-stimulated ARF1 GTP hydrolysis, GDP FP detection. inhibition, % at 16.5 µM. 360,000 tested, 0.26% active. AID 651572;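 active = inhibition above a per-plate limit, mean inhibition of low control wells plus 3 SD, cut at about 25% in these data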;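 also: 0% = DMSO wells with enzyme and 100% = wells lacking Arfgap1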
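Assay system: Rat Arfgap1 GAP domain (His6, aa 1-136), purified enzyme | Buffer or medium: HEPES 25 mM pH 7.5, NaCl 150 mM, MgCl2, DTT | Schedule: GTP hydrolysis reaction 2 h at 25 °C | Signal: FP of antibody-bound GDP Alexa 633 tracer, ex 620/em 688 nm | Measure: Percent inhibition of Arfgap1-stimulated GTP hydrolysis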
MBD2 inh: inhibitors of human MBD2 binding to methylated oligonucleotide; Q9UBB5; TR-FRET; inhibition, % at 4.4 µM; 370,000 tested, 0.31% active; AID 686964; in the data active = inhibition above about 13%
PLCg1 inh: PLC-gamma1 (human) inhibition, primary screen; P19174; 370,000 tested, 0.84% active; purified PLC-gamma1, fluorogenic substrate, fluorescence; inhibition, % at 12.2 µM; in the data active = inhibition above about 9.5%
Target sequence (P19174 whole entry, looked up): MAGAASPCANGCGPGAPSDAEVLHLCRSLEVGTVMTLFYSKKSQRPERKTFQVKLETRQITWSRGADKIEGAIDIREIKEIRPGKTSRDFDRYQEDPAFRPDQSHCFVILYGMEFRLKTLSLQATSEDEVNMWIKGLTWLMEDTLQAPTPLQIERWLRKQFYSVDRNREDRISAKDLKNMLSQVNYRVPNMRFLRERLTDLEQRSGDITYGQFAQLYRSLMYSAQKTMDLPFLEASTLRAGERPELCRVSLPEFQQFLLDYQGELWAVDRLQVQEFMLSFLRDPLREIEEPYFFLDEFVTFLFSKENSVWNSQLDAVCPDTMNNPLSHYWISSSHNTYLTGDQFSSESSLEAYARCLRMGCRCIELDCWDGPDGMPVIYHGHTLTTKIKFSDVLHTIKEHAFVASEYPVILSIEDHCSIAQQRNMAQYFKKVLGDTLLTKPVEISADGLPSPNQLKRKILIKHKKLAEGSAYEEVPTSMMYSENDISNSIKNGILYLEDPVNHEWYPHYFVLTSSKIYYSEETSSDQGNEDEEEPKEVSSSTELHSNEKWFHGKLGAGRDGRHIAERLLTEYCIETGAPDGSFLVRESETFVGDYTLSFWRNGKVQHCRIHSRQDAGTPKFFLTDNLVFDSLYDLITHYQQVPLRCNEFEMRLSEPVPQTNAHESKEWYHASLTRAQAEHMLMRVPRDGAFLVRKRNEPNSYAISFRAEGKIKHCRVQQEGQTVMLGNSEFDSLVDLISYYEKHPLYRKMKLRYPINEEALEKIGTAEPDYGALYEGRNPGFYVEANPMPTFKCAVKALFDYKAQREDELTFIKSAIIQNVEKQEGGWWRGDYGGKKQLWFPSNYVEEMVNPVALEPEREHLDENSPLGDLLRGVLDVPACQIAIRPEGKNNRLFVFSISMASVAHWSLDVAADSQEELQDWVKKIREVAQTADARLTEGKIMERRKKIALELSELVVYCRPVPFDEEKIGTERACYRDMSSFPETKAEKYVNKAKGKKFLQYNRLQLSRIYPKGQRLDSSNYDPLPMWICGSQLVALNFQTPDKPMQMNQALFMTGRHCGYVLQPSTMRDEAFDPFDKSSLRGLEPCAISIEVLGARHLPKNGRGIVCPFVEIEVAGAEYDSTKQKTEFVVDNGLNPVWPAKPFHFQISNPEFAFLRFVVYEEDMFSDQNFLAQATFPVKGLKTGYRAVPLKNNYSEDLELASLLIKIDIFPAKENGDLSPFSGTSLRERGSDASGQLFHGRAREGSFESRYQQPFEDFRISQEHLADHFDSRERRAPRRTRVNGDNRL
Tn6 DDE FP: disrupts Tn6 cyclic peptide binding to fibrin D-Dimer-E complex | P02675 | Fibrin DD(E) TRITC-Tn6 fluorescence polarization displacement | inhibition, % at 8.3 µM | 370,000 tested, 0.21% active | AID 720509;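 active = inhibition above a per-campaign cutoff: mean of compounds within control limits plus 3 SD, cut at about 15% in these data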;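 also: 0% = median of all compound wells on the plate and 100% = blocking peptide control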
KLK7 zymogen act: activates the human kallikrein-7 zymogen; P49862; purified proKLK7, EDANS-DABCYL substrate fluorescence; 100% is mature enzyme control, 0% vehicle; activation, % at 7 µM; 370,000 tested, 0.9% active;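 active = activation above the mean of all tested compounds plus 3 SD, computed per campaign excluding outliers beyond control limits, cut at about 13% in these data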
Tn7 DDE FP: disrupts Tn7 cyclic peptide binding to fibrin D-Dimer-E complex; P02675; 370,000 tested, 0.13% active; FP displacement of FITC-Tn7 peptide from fibrin DD(E); 0% = median of compound wells per plate; inhibition, % at 8.3 µM;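 active = inhibition above the mean of compounds falling within the control limits plus 3 SD of them, cut at about 14% in these data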;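 also: 0% = plate median of compound wells and 100% = 10 µM Aha-Tn7 peptide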
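system = human fibrin DD(E) protein | quantity = DD(E) 2 µM final | medium = Tris/NaCl/CaCl2 buffer, pH 7.8 | also added = labelled Tn7 tracer, 0.1 µM | compound dosing = single point at 8.3 µM | timing = compound with protein 10 min, then 3 h after probe, room temperature | signal = FP measurement | benchmarks = Aha-Tn7 high control | repeats = one replicate per compound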
UHRF1 binding: human UHRF1 methylated DNA binding inhibitors; Q96T88; UHRF1 binding to methylated oligo, TR-FRET; inhibition, % at 4.4 µM; 370,000 tested, 0.75% active; AID 687016; in the data active = inhibition above about 21%;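 also: UHRF1 SRA domain binding a hemimethylated CpG hairpin DNA probe; 0% = median of test compound wells and 100% = reference inhibitor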
PLCb3 inh: blocks human PLC-beta3 enzyme activity; Purified PLC-beta3, fluorogenic substrate, fluorescence; 370,000 tested, 0.18% active; inhibition, % at 12.2 µM; Q01970; in the data active = inhibition above about 11%;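 also: 0% = median of compound wells on plate and 100% = full blocker control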
ADAM17 inh: ADAM17 inhibition, QFRET primary screen; P78536; recombinant ADAM17, EDANS/DABCYL FRET peptide cleavage; inhibition, % at 6.95 µM; 370,000 tested, 0.83% active; AID 720648;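 active = inhibition above the mean of compounds lying between control limits plus 3 SD, set per campaign, cut at about 8.5% in these data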;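 also: 0% = DMSO-only wells as the low control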
ASAP1 inh: inhibitors of human ASAP1 ArfGAP activity; Q9ULH1; ASAP1-stimulated ARF1 GTP hydrolysis, GDP FP detection; inhibition, % at 16.5 µM; 360,000 tested, 0.19% active; AID 624377; in the data active = inhibition above about 25%;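 also: 0% = vehicle with enzyme and substrate and 100% = no enzyme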
* = called active by the depositor; i = inactive; . = not tested or not shown. The order is random; any-hit rate near 4.1%.

nr	Tn6 DDE FP	ASAP1 inh	UHRF1 binding	Tn7 DDE FP	ADAM17 inh	PLCg1 inh	PLCb3 inh	MBD2 inh	KLK7 zymogen act	ARFGAP1 inhibitor	structure
1	-1	-5	0	4	1	-1	-4	-1	0.0	4	Cc1ccc2nc(SCC(=O)Nc3nnc(SCC(N)=O)s3)[nH]c2c1
2	-8	4	2	-1	-5	-1	-1	4	0.3	-3	Cc1ccc(C)c(C2=CSC3=NCCN23)c1
3	12	-12	-1	12	-4	4	-7	2	-0.3	13	COc1ccc(C2=NN(CCC(=O)NCC3CCCO3)C(=O)CC2)cc1 (stereo unspecified)
4	5	8	-1	4	-27	-9	-17	2	-0.2	-2	CCCCn1c(=O)[nH]c(=O)c2c1nc(-c1ccccn1)n2CC
5	-1	-6	-2	-3	-2	-1	0	-1	0.1	-7	COc1ccc(-c2cc3c(=O)n(CC(=O)NCc4ccccc4OC)ncn3n2)cc1
6	-3	6	-2	1	3	0	-7	-3	-0.1	-6	Cc1ccc(NC(=O)Cn2nnc(C(=O)NCc3cccs3)c2N)cc1F
7	-6	5	-1	5	0	-1	-3	-4	0.0	-9	COCCCN(CC(=O)Nc1ccc(N2CCOCC2)cc1)S(=O)(=O)c1ccccc1
8	5	14	-1	5	-6	4	-5	5	0.0	1	CC(=O)c1ccc(NC(=O)C2C3CCC(C3)C2C(=O)O)cc1 (stereo unspecified)
9	0	-1	2	1	4	4	-7	0	-0.7	3	CN(C(=O)COC(=O)CCCc1c[nH]c2ccccc12)c1c(N)n(Cc2ccccc2)c(=O)[nH]c1=O
10	0	9	2	9	-2	-1	-3	5	0.2	4	O=C(O)CNC(=O)CC1S/C(=N/N=C2/NC(=O)CS2)NC1=O (stereo unspecified)
11	6	2	-3	-5	0	0	0	1	1.1	6	CC1CCN(S(=O)(=O)c2ccc(NC(=O)CN3CCN(c4ccccc4)CC3)cc2)CC1
12	-8	3	1	3	-5	-3	-11	4	-0.4	5	CC(=O)c1c(C)[nH]c(C(=O)Nc2ccc(S(=O)(=O)N(C)C)cc2)c1C
13	0	-9	3	-5	-5	0	-6	3	0.1	-4	Cn1nc(C(C)(C)C)cc1C(=O)NNC(=O)c1ccccc1Cl
14	8	14	-3	-8	-2	2	-2	-1	1.1	-3	CC(=O)c1ccccc1OC(=O)c1ccc([N+](=O)[O-])o1
15	-7	11	0	0	-2	2	5	0	-0.2	3	Cc1nc(SCC(O)CO)c([N+](=O)[O-])[nH]1 (stereo unspecified)
16	-9	-15	-1	6	8	-3	-3	-4	0.7	-2	CCc1c(-c2ccccc2F)ncn1Cc1cccc(-c2ccccc2)c1
17	7	-1	-1	6	-1	-2	-4	-3	0.1	-5	CCc1cc[n+](/C(C(=S)Nc2cccc(C)c2)=C(/[O-])c2ccc(C)c([N+](=O)[O-])c2)cc1
18	-1	4	0	2	-15	-4	-5	1	-1.1	5	CCC(C)NC(=O)CCC(=O)Nc1ccc2nc(N3CC(C)CC(C)C3)cc(C)c2c1 (stereo unspecified)
19	4	0	-2	5	-1	0	-9	4	-0.3	0	Cc1ccc(C(=O)COC(=O)COc2ccccc2C)cc1
20	8	2	-2	1	-7	-174	-198	-4	-3.0	2	CCCN(CC1CC1)c1nc(N)c(C#N)c(CC#N)c1C#N
21	8	-4	-1	7	3	0	2	-10	0.0	-2	N#Cc1cccc(NC(=O)c2cc(C3CCCCN3C(=O)c3ccccn3)on2)c1 (stereo unspecified)
22	-1	-16	0	-3	-6	-9	-26	7	-0.4	-14	N#Cc1ccsc1NC(=O)COC(=O)C1=NNC(=O)CC1
23	10	7	0	-2	-2	-1	-2	-1	0.1	-13	CC(=O)N(C(C)=O)n1c(C)nc2sc3c(c2c1=O)CCCC3
24	-5	6	-1	0	-2	0	-2	7	0.3	-1	C[C@H]1CN(S(=O)(=O)c2ccc3c(c2)OCCO3)CCN1S(=O)(=O)c1c(F)cccc1F
25	4	1	-1	1	2	-2	-2	-4	-0.6	-5	CCOc1ccccc1N1CCN(C(=O)C2c3ccccc3Oc3ccccc32)CC1
26	7	-3	20	0	-1	-3	-7	3	-0.1	-2	COc1ccc(-c2cc(C(=O)Nc3cc(C)on3)no2)cc1OC
27	14	.	1	-4	1	0	3	1	-0.3	.	COC(=O)[C@H]1C[C@@]2(C)c3ccccc3N(C(=O)OC(C)(C)C)[C@H]2N1C(=O)OC(C)(C)C
28	3	3	3	-5	0	3	-1	4	-0.3	7	Cc1ccc(S(=O)(=O)N2CCCCC2)cc1NC(=O)CSc1ncnc2ccccc12
29	6	-6	1	-3	1	2	0	-3	-0.3	12	O=C(C(Cc1ccccc1)N1C(=O)c2ccccc2C1=O)N1CCc2ccccc21 (stereo unspecified)
30	-5	9	1	3	-2	0	4	8	0.2	13	O=C1C2CCCCN2C(=O)N1CCCCN1CCN(c2ccc([N+](=O)[O-])cc2)CC1 (stereo unspecified)

3 entries picked at random from those above:
nr	Tn6 DDE FP	ASAP1 inh	UHRF1 binding	Tn7 DDE FP	ADAM17 inh	PLCg1 inh	PLCb3 inh	MBD2 inh	KLK7 zymogen act	ARFGAP1 inhibitor	structure
7	-6	5	-1	5	0	-1	-3	-4	0.0	-9	COCCCN(CC(=O)Nc1ccc(N2CCOCC2)cc1)S(=O)(=O)c1ccccc1
5	-1	-6	-2	-3	-2	-1	0	-1	0.1	-7	COc1ccc(-c2cc3c(=O)n(CC(=O)NCc4ccccc4OC)ncn3n2)cc1
3	12	-12	-1	12	-4	4	-7	2	-0.3	13	COc1ccc(C2=NN(CCC(=O)NCC3CCCO3)C(=O)CC2)cc1 (stereo unspecified)

The list goes on:
nr	Tn6 DDE FP	ASAP1 inh	UHRF1 binding	Tn7 DDE FP	ADAM17 inh	PLCg1 inh	PLCb3 inh	MBD2 inh	KLK7 zymogen act	ARFGAP1 inhibitor	structure
31	-2	1	0	8	-3	1	-2	2	0.6	-10	CCOc1ccc(S(=O)(=O)NCCC(=O)NCC(C)(C)N2CCOCC2)cc1
32	-2	-2	-2	0	-3	5	1	-4	0.4	1	CCCCC(c1nnnn1CCOC)N1CCN(Cc2ccccc2)CC1 (stereo unspecified)
33	1	12	-1	-1	-3	-2	-5	43*	0.0	12	O=C(Cn1nc(-c2ccccc2Cl)ccc1=O)Nc1ccccc1-c1ccccc1
34	2	-8	-2	-7	-1	1	7	4	1.2	-1	O=C1NC[C@H](CCCCN2C[C@H](Cc3ccc(O)cc3)N(CCc3ccccc3)C(=O)C2=O)N(Cc2ccccc2)C1=O
35	6	10	13	-12	4	3	-4	1	-0.1	17	CCOC(=O)c1ccc(-n2[nH]c(-c3ccccc3)cc2=O)cc1
36	-6	8	1	-2	-4	2	-4	1	0.3	3	O=C(c1ccc(S(=O)(=O)NCC2CCCO2)cc1)N1CCN(c2cccc(Cl)c2)CC1 (stereo unspecified)
37	-7	-3	-1	7	-7	-2	-3	3	-0.7	11	COc1ccc(/C=N/n2c(C)nc3ccccc3c2=O)cc1OC
38	3	8	-13	0	i	i	i	-6	5.8	2	Cc1ccc(C(=O)NCCn2c(N)c(C#N)c3nc4ccccc4nc32)cc1
39	-2	5	6	3	-106	-95	-111	1	1.3	6	COc1ccccc1C(=O)Nc1sc2c(c1C(N)=O)CCCC2
40	0	16	0	-9	-1	0	4	-2	-0.1	4	CCN(C(=O)Nc1ccccc1)c1ccccc1
41	0	-3	2	7	0	1	0	4	-0.6	-4	CCOC(=O)C1=C(Nc2cccc(Cl)c2)OCC1=O
42	-9	0	-1	10	-4	2	-5	1	-0.3	-7	O=C(c1cccc(C(F)(F)F)c1)N1CCN(CCc2ccccc2)CC1
43	-8	-20	-3	1	-5	2	-2	-1	0.5	-8	CC1(C)Cc2c(cnn2-c2cccc(F)c2)C(NC(=O)CCc2cnccn2)C1 (stereo unspecified)
44	-1	-16	4	-1	-3	1	0	6	-0.7	5	CCCCSc1nnc(-c2ccc(C)cc2)c2ccccc12
45	5	-4	-1	3	-46	-15	-28	-4	0.5	10	COc1ccc(-c2cn3ccc(C)cc3n2)cc1
46	-2	7	-2	3	-4	2	-2	2	-0.1	0	COc1ccc(CC(=O)OCn2nnc3ccccc3c2=O)cc1
47	4	-4	2	5	-3	-3	-12	0	1.1	5	C/C=C/c1ccc(OCC(=O)N2CCc3cc(OC)c(OC)cc3C2)c(OC)c1
48	1	-1	2	2	-5	-3	-8	-1	-0.1	-1	O=C(CCSc1nc(-c2ccco2)cc(C(F)(F)F)n1)NCCN1CCOCC1
49	0	.	2	-9	7	7	-269	0	-0.2	.	C=CCN(C(=O)[C@@H](CCCC)[C@@H](O)c1ccc2ccccc2c1)c1ccccc1

2 entries from above, bar-delimited:
no. | mol | Tn6 DDE FP | ASAP1 inh | UHRF1 binding | Tn7 DDE FP | ADAM17 inh | PLCg1 inh | PLCb3 inh | MBD2 inh | KLK7 zymogen act | ARFGAP1 inhibitor
38 | Cc1ccc(C(=O)NCCn2c(N)c(C#N)c3nc4ccccc4nc32)cc1 | 3 | 8 | -13 | 0 | i | i | i | -6 | 5.8 | 2
41 | CCOC(=O)C1=C(Nc2cccc(Cl)c2)OCC1=O | 0 | -3 | 2 | 7 | 0 | 1 | 0 | 4 | -0.6 | -4

From entry 38 to 40, copied from above:
nr	Tn6 DDE FP	ASAP1 inh	UHRF1 binding	Tn7 DDE FP	ADAM17 inh	PLCg1 inh	PLCb3 inh	MBD2 inh	KLK7 zymogen act	ARFGAP1 inhibitor	structure
38	3	8	-13	0	i	i	i	-6	5.8	2	Cc1ccc(C(=O)NCCn2c(N)c(C#N)c3nc4ccccc4nc32)cc1
39	-2	5	6	3	-106	-95	-111	1	1.3	6	COc1ccccc1C(=O)Nc1sc2c(c1C(N)=O)CCCC2
40	0	16	0	-9	-1	0	4	-2	-0.1	4	CCN(C(=O)Nc1ccccc1)c1ccccc1
